# Compound activity deposited in PubChem by several laboratories.
# Pf gamet viab: P. falciparum stage V gametocyte viability inhibition; P. falciparum stage V gametocytes, ATP luminescence, 24 h; inhibition, % at 10.9 µM; hit rate 0.065% among 150,000; AID 743093;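 active = inhibition above the mean plus 3 SD of compounds within the control limits, set per campaign, cut at about 38% in these data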;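 note: 0% = DMSO wells and 100% = medium only without gametocytes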
# Mcl1 Noxa PPI: Mcl-1/Noxa interaction inhibition. AID 1022. TR-FRET Mcl-1/Noxa peptide binding, 2 h. Q07820. hit rate 1.5% among 220,000. inhibition, % at 21.7 µM;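 active = compounds that cut the protein-peptide binding signal by more than 50% relative to plate controls in a single-dose test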;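 note: His-tagged Mcl-1 with rhodamine Noxa BH3 peptide and terbium anti-His antibody; 0% = Mcl-1 plus Noxa peptide wells and 100% = peptide-only wells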
# Target sequence (Q07820 whole entry, looked up): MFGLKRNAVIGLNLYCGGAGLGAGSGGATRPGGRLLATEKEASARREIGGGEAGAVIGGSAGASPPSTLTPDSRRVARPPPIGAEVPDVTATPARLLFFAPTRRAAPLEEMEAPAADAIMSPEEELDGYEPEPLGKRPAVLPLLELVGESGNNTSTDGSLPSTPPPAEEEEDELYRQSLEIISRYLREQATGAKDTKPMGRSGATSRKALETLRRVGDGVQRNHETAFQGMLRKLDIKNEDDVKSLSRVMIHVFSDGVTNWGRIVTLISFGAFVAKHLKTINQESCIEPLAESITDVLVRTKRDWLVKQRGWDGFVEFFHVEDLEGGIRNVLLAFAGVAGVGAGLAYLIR
# Rab2A wt mod: changes GTP binding to wildtype dog Rab2A, up or down; GST-Rab2 wt beads, Bodipy-GTP binding, flow cytometry; GTP binding activity, % at 10 µM; hit rate 0.19% among 190,000; P61105;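 active = GTP binding activity at least 20 points away from 100%, either lowered or raised; inconclusive = signal likely due to the compound's own green fluorescence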;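 note: 0% = beads with excess unlabeled GTP and 100% = no-compound control corrected for plate trend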
# Bim-Mcl-1: human Bim-Mcl-1 interaction inhibition; Q07820; Bead-based flow cytometry, Bim peptide-Mcl-1 binding; inhibition, % at 10 µM; hit rate 0.1% among 190,000; AID 1009; in the data active = inhibition above about 40%;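 note: 0% = no compound tracer wells and 100% = peptide blocker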
# Rac1 mut GTP: alters GTP binding to activated mutant human Rac1; P63000; percent activity (GTP binding), % at 10 µM; hit rate 0.11% among 190,000; AID 764; GST-Rac1 activated beads, fluorescent GTP binding, flow cytometry; actives lie on both sides; 100% means binding = to untreated wells;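 active = GTP binding at least 20 percentage points away from the 100% baseline, in either direction, so actives lie on both sides; inconclusive = Compound likely fluorescent itself, or too few beads counted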
# Avidin fluor: avidin bead compound fluorescence profile; Avidin beads, compound fluorescence 488/530 nm, flow cytometry; active compounds read high; fluorescence (KMESF) at 10 µM; hit rate 0.38% among 220,000; AID 1775; in the data active = fluorescence above about 47; note: inactives centre near 10
# HRas wt GTP bind: changes GTP binding to wildtype human HRas. GST-Ras wt beads, Bodipy-FL-GTP binding, flow cytometry; actives lie on both sides. GTP binding activity, % at 10 µM. hit rate 0.14% among 190,000. AID 759;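 active = GTP binding activity at least 20% away from the 100% baseline, either lowered as inhibitor or raised as activator; inconclusive = flagged as likely green fluorescent, judged across all proteins in the well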;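 note: 0% = unlabeled GTP competition control and 100% = no-compound control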
# Target sequence (P01112 whole entry, looked up): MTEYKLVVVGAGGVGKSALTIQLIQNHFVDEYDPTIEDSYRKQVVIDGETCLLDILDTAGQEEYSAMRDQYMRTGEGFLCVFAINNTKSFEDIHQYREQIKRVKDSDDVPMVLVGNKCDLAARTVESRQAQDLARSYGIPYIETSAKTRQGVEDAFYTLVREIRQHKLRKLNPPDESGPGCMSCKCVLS
# Rac1 wt GTP bind: alters GTP binding to wildtype human Rac1 | GTP binding activity (% of control), % at 10 µM | AID 757 | hit rate 0.27% among 190,000 | P63000 | GST-Rac1 beads, fluorescent GTP binding, flow cytometry; actives lie on both sides; 0 = cold GTP competed, 100 = untreated;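 active = GTP binding activity at least 20 points away from the 100% control level, either lower or higher; inconclusive = compound flagged as likely green fluorescent, judged across all proteins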
# Rab7 wt GTP bind: dog Rab7 wildtype GTP binding, inhibitors and activators. hit rate 0.055% among 190,000. AID 758. GTP binding activity (percent of control), % at 10 µM. GST-Rab7 beads, fluorescent GTP binding, flow cytometry; actives lie on both sides; untreated = 100%, excess cold GTP = 0%;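 active = fluorescent GTP binding to Rab7 beads changed by at least 20 points from the 100% baseline, either direction, mostly lower; inconclusive = compound itself probably fluorescent, or too few beads counted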;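 note: median green fluorescence of bound Bodipy-FL-GTP per Rab7 bead population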
# Cdc42 wt GTP: modulators (inhibitors or activators) of GTP binding to human Cdc42 wildtype | GST-Cdc42 beads, Bodipy-GTP binding, flow cytometry; actives lie on both sides | percent activity (GTP binding), % at 10 µM | hit rate 0.2% among 190,000;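 active = percent activity GTP binding at least 20 points away from the 100% baseline, either down as inhibitor or up as activator; inconclusive = compound flagged as likely green fluorescent from well-wide comparison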;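 note: median bead fluorescence of bound Bodipy-FL-GTP at 100 nM; 0% = excess unlabeled GTP control and 100% = no compound control; below 100% means less GTP binding so inhibitor and above means activator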
# Target sequence (P60953 whole entry, looked up): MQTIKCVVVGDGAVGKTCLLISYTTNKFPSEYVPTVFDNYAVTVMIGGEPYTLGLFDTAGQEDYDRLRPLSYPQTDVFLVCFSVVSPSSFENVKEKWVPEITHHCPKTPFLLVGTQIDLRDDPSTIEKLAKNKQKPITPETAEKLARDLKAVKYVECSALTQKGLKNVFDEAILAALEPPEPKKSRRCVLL
# Mcl1 Bid PPI: Mcl-1/Bid interaction inhibition. Q07820. TR-FRET Mcl-1/Bid-Dy647 peptide binding, 1536-well. inhibition, % at 21.7 µM. hit rate 0.97% among 220,000;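 active = compounds that cut the binding signal by more than half at the single screening dose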;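 note: His-tagged Mcl-1 with europium anti-His antibody binding Bid BH3 peptide; 0% = Mcl-1 plus peptide wells and 100% = peptide-only wells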
# * = called active by the depositor; ? = inconclusive; . = not tested or not shown; [ ] = dose if it differs, or a comment. Rows were taken by chance; about 2.7% have a hit in one of these screens.
Structure	Rab7 wt GTP bind	Bim-Mcl-1	Pf gamet viab	Cdc42 wt GTP	Avidin fluor	Rab2A wt mod	Mcl1 Bid PPI	HRas wt GTP bind	Mcl1 Noxa PPI	Rac1 wt GTP bind	Rac1 mut GTP
COc1ccc(CN=C(C)c2c(C(F)(F)F)[nH]n(-c3nc4ccccc4s3)c2=O)cc1	100	4	-12	106	6	100	-12	103	0	107	103
Cc1ccsc1C(=O)N1CCCC(CCC(=O)N2CCN(c3ccccn3)CC2)C1 (centres undefined)	95	0	3	91	3	97	-36	94	9	92	94
CCCCOC(=O)c1ccc(NC(=O)CSCc2n[nH]c(=O)[nH]2)cc1	102	-1	.	100	8	103	-2	101	0	102	99
OCCN(CC(O)COc1ccccc1)CC(O)Cn1ccc2ccccc21 (centres undefined)	99	-4	14	100	17	97	-80	98	8	102	100
Cc1nn(CC(=O)NCCc2ccccc2)c(=O)c2ccccc12	94	0	-12	104	7	102	4	101	11	102	98
CCOc1cc(C(=O)OC(C)C(=O)Nc2ncc(Cl)cc2Cl)ccc1OCC(=O)N1CCOCC1 (centres undefined)	101	-8	.	104	6	102	-7	100	0	105	101
CCCCC(=O)NCCc1ccc(S(N)(=O)=O)cc1	102	-2	6	105	7	102	-28	104	-6	107	98
Cc1nc(-c2ccccc2)sc1-c1n[nH]c(=S)n1C	97	2	15	98	15	98	-14	98	23	97	97
Cc1ccccc1CN1CCSc2sccc2C1=O	102	-1	-16	93	10	97	-12	95	-7	99	93
COc1ccc(N(C(=O)Cn2nnc(-c3ccccc3F)n2)C(C(=O)NCC2CCCO2)c2ccc(Cl)cc2)cc1 (centres undefined)	99	-1	-29	93	6	96	10	95	18	99	95
CCOC(=O)/C(C#N)=C/c1ccc(N2CCCCC2)cc1	92	0	4	92	9	89	-27	92	35	92	89
CC1=NNC(=O)C1CCC(=O)N/N=C(\C)c1ccccc1 (centres undefined)	104	0	.	99	11	101	-84	103	-23	99	97
N#Cc1ccc(N2CCOCC2)c([N+](=O)[O-])c1	99	0	-11	100	8	98	-14	97	-13	100	99
O=C(Nc1nnc(C2CC2)o1)c1ccc(S(=O)(=O)N2CCCc3ccccc32)cc1	93	-1	.	94	7	95	-21	95	-36	92	94
COc1cc(C)c(S(=O)(=O)N2CCOCC2)c(C)c1C	103	-2	5	99	10	99	-31	99	-11	100	95
Cc1ccc2[nH]c(=O)c(CN3CCCCC3)c(-c3ccccc3)c2c1	99	4	.	92	11	92	-20	93	21	91	93
Nc1nc(-c2ccc(Cl)cc2)cc(C(F)(F)F)n1	100	0	8	98	7	99	-13	99	-1	102	97
CCOC(=O)C1=C(CS(=O)(=O)c2ccc(C)c(C)c2)NC(=O)NC1c1ccc(O)cc1 (centres undefined)	108	-3	.	97	12	99	-9	97	4	99	95
CC1(C)Cc2c(sc3c2C2=NCCN2C=N3)CS1	104	-3	-6	113	10	107	6	106	17	123*[activator]	104
CCN(CC)c1ccc(NC(=O)CSc2nnc3nc(C)cc(C)n23)cc1	95	-2	4	103	32	98	-14	98	-4	100	97
CCCCc1nnc(NC(=O)C2CC(=O)N(c3ccc4c(c3)OCCO4)C2)s1 (centres undefined)	89	-8	-7	94	29	91	-2	90	0	93	90
N#CC1=C(SCC(=O)Nc2ccccc2)NC(=O)CC1c1ccc(O)cc1 (centres undefined)	100	0	.	103	13	104	-23	102	-9	106	100
Cc1ccc(-n2cccn2)c(CN2CCCC(C(=O)c3ccc4c(c3)OCO4)C2)c1 (centres undefined)	104	-4	12	95	1	100	-27	99	-2	100	94
Cc1nc(N2CCC(C)CC2)c2c(C)c(C(=O)Nc3ccc(C(F)(F)F)cc3)sc2n1	101	-2	-7	101	10	101	-6	101	-1	100	98
CC(=O)Nc1ccc(OCC(=O)NCCc2ccc(Cl)cc2)cc1	99	0	-9	103	22	99	-14	99	24	106	99
COc1ccc(C(=O)c2coc3ccc(O)c(CN4CCCC4)c23)cc1	95	0	.	97	6	99	-34	97	5	96	97
Cc1cc(C)c(C)c(S(=O)(=O)NCc2ccco2)c1C	94	-6	.	98	12	95	-3	97	-2	93	94
CCOC(=O)c1c(C)[nH]c(C(=O)CSc2nc3ccccc3o2)c1C	103	-1	.	106	40	103	-7	103	69*	105	101
O=C(NCc1cccnc1)c1ccc(COc2ccc3c(c2)CCC3)o1	98	-2	-20	101	11	100	-12	98	9	101	97
COc1ccc(NC(=O)CNC(=O)Cn2c(C)cc3ccccc3c2=O)c(OC)c1	94	-2	.	97	12	94	-17	94	12	96	95
Cc1ccc(-n2c(=S)[nH]c3c(oc4ccccc43)c2=O)cc1	105	-12	.	106	8	109	-51	107	8	114	103
CCCCCn1c(Sc2ccccc2)nc2c1c(=O)[nH]c(=O)n2C	102	-1	.	100	6	98	-6	101	-2	102	99
C/C(=N\NC(=O)C(N)=O)c1ccc(Br)cc1	104	-6	13	99	3	99	-38	99	25	104	100
Cc1ccc(CNCC(O)(c2ccc(F)cc2)c2ccc(F)cc2)cc1	98	1	13	101	24	99	-6	100	12	105	99
COc1ccc(C(CC(=O)Nc2ccccc2OC)n2cccc2)cc1 (centres undefined)	101	-2	-30	99	8	97	-32	101	21	104	99
COc1ccc(-c2n[nH]c(=S)n2/N=C/C=C/c2ccccc2OC)cc1	96	-7	.	98	10	98	-7	99	36	101	100
COc1ccc2c(Cl)c(C(=O)N/N=C/c3c(C)[nH]c4ccccc34)sc2c1	100	-1	.	103	32	100	-3	102	-1	106	102
CC1CCCN(CCOCCSc2ccccc2)C1 (centres undefined)	101	-2	.	105	11	99	8	101	27	101	100
COc1ccc(-c2nc(CSCC(=O)NC3CCCc4ccccc43)c(C)o2)cc1 (centres undefined)	103	-1	21	104	4	102	-1	101	19	105	100
Cc1ccc(C(=O)NCCN2C3=NC[C@H](C(C)C)N3C[C@H]2Cc2ccc(O)cc2)cc1Br	97	-4	.	98	6	97	-4	97	7	97	95
NS(=O)(=O)c1ccc(N=NN2CCCCC2)cc1	106	-3	6	95	11	101	-1	98	4	101	94
CCN1CCN(S(=O)(=O)c2cc(OC)c(Cl)cc2OC)CC1	98	-3	-2	96	18	98	-29	97	15	95	94
CC/C(=C\C(=O)c1ccncc1)Nc1ccc(Br)cc1	101	-2	.	100	9	100	0	101	-2	104	99
Cc1[nH]c2ccccc2c1SCCNC(=O)c1ccc(S(=O)(=O)N2CCCC2)cc1	96	-4	.	102	7	99	-2	102	10	108	99
CCCC(=O)Nc1ccc(C(=O)Nc2ccc([N+](=O)[O-])cc2OC)cc1	93	-2	8	93	10	94	-7	93	44	94	94
O=C1OC(c2ccccc2)=N/C1=C\C=C\c1ccccc1[N+](=O)[O-]	96	0	15	97	14	96	-22	97	14	101	95
Cc1ccc(C)c(N2CCN(C(=O)Nc3ccc4c(c3)N(C)C(=O)CS4)CC2)c1	95	-3	7	92	14	93	-1	95	13	90	94
Cc1ccc(C)c(N2CCN(C(=O)Cn3c(=O)[nH]c4ccsc4c3=O)CC2)c1	?	-3	.	?	6	?	-16	?	-15	?	?
COc1ccccc1CNC(=O)COC(=O)Cc1ccsc1	94	1	-9	95	20	95	2	94	22	96	100
N#C/C(=C\c1ccccc1)C(=O)OCC(=O)N1CCCC1	94	-1	-2	93	8	97	-24	94	-5	94	94

# Continuation.
Structure	Rab7 wt GTP bind	Bim-Mcl-1	Pf gamet viab	Cdc42 wt GTP	Avidin fluor	Rab2A wt mod	Mcl1 Bid PPI	HRas wt GTP bind	Mcl1 Noxa PPI	Rac1 wt GTP bind	Rac1 mut GTP
O=C(O)Cc1sc(Nc2ccc(Cl)cc2)nc1-c1cccs1	104	-6	17	94	24	95	-27	98	73*	99	92
N=c1n(CC(=O)c2ccc([N+](=O)[O-])cc2)c2ccccc2n1Cc1ccc(Cl)cc1	103	-2	.	105	25	103	5	102	15	109	102
Cc1cc(C2=NNC(=NC3CC3)SC2)c(C)n1-c1ccccc1	101	-3	.	102	13	99	-58	100	23	104	99
COc1ccc(/C=N/N2CCN(C)CC2)cc1O	97	0	15	100	11	98	-11	98	28	101	96
COc1ccc(C(=O)N/N=C/c2ccc(OC)c(CSc3ccccn3)c2)cc1	100	-4	8	101	4	96	-25	100	13	105	100
O=C(Nc1cccc(F)c1)C1CC(=O)N(c2ccc(Cl)cc2)C1 (centres undefined)	?	-5	.	?	12	?	-5	?	13	?	?
COc1ccc(C(=O)CSc2nnc(CNC(=O)c3ccc(OC)cc3)n2C)cc1	99	0	25	104	16	101	20	100	5	103	98
COc1cc(/C=N/NC(=O)C(=O)Nc2ccccn2)ccc1O	98	-12	.	96	6	97	-63	95	38	96	98
Cc1nc2c(cc1C#N)C(=O)c1ccccc1-2	99	-2	.	98	1	97	13	97	10	98	97
COc1cc(-c2nnc3sc(-c4cccs4)nn23)cc(OC)c1OC	103	-5	-6	97	4	98	5	97	14	99	97
CN1CCN(c2nc3c(c(=O)n(C)c(=O)n3C)n2CCSc2nc3ccccc3s2)CC1	99	-5	.	92	4	96	-9	94	18	93	94
O=C(NC(NC(=O)c1ccccc1)c1ccccc1)c1ccccc1	.	2	-13	.	7	.	-14	.	8	.	.
O=C(Nc1ccccc1F)c1coc(=O)c(Br)c1	108	2	-24	94	8	101	-28	96	15	100	94
CCn1c(Oc2ccc(F)cc2)nc2c1c(=O)n(C)c(=O)n2C	95	-1	1	96	20	94	-12	97	-15	100	96
O=C(CN(Cc1cccs1)S(=O)(=O)c1ccc(S(=O)(=O)NC2CCCCC2)cc1)Nc1ccccc1	101	-2	0	100	3	97	-3	98	19	103	99
CC(=O)NC1(NC(C)=O)CCN(C)C(c2ccccc2)C1C (centres undefined)	99	0	-27	102	14	102	-26	102	12	105	100
COc1cc(/C=N/NS(=O)(=O)c2ccccc2)ccc1OS(=O)(=O)c1ccc(C)cc1	?	-1	10	?	11	?	-3	?	14	?	?
O=C(NCc1ccccc1)C(Cc1ccccc1)NS(=O)(=O)c1cccc2nsnc12 (centres undefined)	99	0	.	100	7	101	-9	101	13	102	100
CCN(CC)S(=O)(=O)c1ccc2c(c1)c(=O)c(C(=O)N1CCc3ccccc3C1)cn2C	116	-12	-32	115	6	118	1	119	21	132*[activator]	109
Cc1cc(NC(=O)c2cccc(S(=O)(=O)N3CCCCCC3)c2)no1	92	-4	.	94	2	96	-24	95	4	96	95
CC(=O)c1c(C)[nH]c(C(=O)N2CCc3ccccc3C2)c1C	?	-15	.	?	29	?	-15	?	13	?	?
O=C(Nc1ccc2c(c1)oc1ccccc12)c1ccc2c(c1)OCO2	101	-1	.	100	26	101	-5	100	-17	102	99
